TDP1 cell CPT: DT40-hTDP1 cell growth loss with CPT; chicken DT40 Tdp1-/-;hTDP1 cells + 20 nM CPT, ATP luminescence, 48 h; Potency, µM (top dose mostly 46.2 µM), for inactives: at the top dose activity change, negative = growth inhibition, most hits filed as inhibitors; 12% of 420,000 active; note: nearly all actives have a fitted effect of over 55% in size
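Cell growth measured by CellTiter-Glo luminescence after a minimum 48 h, 37 C compound exposure with 20 nM CPT in Tdp1-knockout DT40 cells stably expressing hTDP1, seeded 400/well; qHTS titration format.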
TDP1 block: TDP1 (human) enzyme inhibition; Q9NUW8; recombinant TDP1, AlphaScreen DNA substrate cleavage; Potency, µM (highest dose often 130 µM), for the others: at the top dose activity change, negative = inhibition, most hits filed as inhibitors; 0.28% of 350,000 active; AID 485290; note: nearly all actives have a fitted effect of over 40% in size
Target sequence (Q9NUW8 whole entry, looked up): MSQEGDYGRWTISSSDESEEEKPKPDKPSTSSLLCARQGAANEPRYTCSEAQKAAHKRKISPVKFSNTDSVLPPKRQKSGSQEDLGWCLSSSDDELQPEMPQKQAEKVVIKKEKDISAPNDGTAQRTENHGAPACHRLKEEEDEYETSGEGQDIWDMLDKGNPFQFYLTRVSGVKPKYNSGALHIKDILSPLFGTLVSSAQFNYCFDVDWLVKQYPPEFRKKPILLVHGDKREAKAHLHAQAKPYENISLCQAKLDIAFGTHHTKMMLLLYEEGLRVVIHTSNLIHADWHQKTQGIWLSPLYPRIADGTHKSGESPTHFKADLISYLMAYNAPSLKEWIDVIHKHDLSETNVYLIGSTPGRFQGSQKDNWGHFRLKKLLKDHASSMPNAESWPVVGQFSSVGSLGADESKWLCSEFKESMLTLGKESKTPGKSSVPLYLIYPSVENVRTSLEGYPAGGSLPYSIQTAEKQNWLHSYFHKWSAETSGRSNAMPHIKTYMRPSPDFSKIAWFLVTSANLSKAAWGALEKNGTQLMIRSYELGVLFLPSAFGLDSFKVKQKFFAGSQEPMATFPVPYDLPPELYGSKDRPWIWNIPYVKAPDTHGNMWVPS
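Steps: enzyme plus compound, 15 min RT; add biotin/phosphotyrosine-FITC oligonucleotide (15 nM final), react 5 min; add donor/acceptor beads (10 ug/ml final), 10 min; read AlphaScreen. Tdp1 at 1 nM final.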
DT40 TDP1 no CPT: qHTS for Inhibitors of human tyrosyl-DNA phosphodiesterase 1 (TDP1): qHTS in cells in absence of CPT | DT40 Tdp1-/- hTDP1 cells, no CPT, ATP luminescence, 48 h | Potency, µM (titrated, usually from 46.2 µM), for inactives: at the highest dose activity change, negative = growth inhibition, hits mostly inhibitors | 15% of 420,000 active | AID 686978, 2013; note: nearly all actives have a fitted effect of over 55% in size
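Compound effects on proliferation are scored in DT40 Tdp1-/-;hTDP1 cells in the absence of CPT. ATP levels (CellTiter-Glo luminescence) are recorded after a ≥48 hr, 37 °C incubation.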
* marks the source's active call; other numbers are inactive results; ? = inconclusive; nt = not tested or not shown; & = joins results of further samples; [ ] = another dose, or the depositor's remark. Calls come from the whole dose curve; as a rule, active = well fitted curve in the direction sought with a large enough effect; inconclusive = small, poorly fitted or top-dose-only effect, or another doubt; inactive = no such curve, though single readings can be large; an effect the other way counts as inactive or inconclusive. % is set by controls: 0 for no effect and ±100 for the full control effect; potency is the fitted concentration of half-maximal effect.

Every second line gives: TDP1 cell CPT, TDP1 block, DT40 TDP1 no CPT
C=C(C)Cn1c(C2CC(=O)N(Cc3ccccc3)C2)nc2ccccc21 (stereo not given)
→ ?, 2%, ?
COc1ccc2[nH]cc(C(=O)CN3CCN(C4CCCCC4)CC3)c2c1
→ 10%, 3%, -9%
Cc1cccc(NC(=O)CN(CC2CCCO2)C(=O)c2oc3ccc(F)cc3c2C)c1C (stereo not given)
→ ?, 1%, ?
CC(C)NC(=O)NC(=O)CSc1nnc(-c2ccccc2F)n1N
→ -23%, 2%, 14%
COc1ccc(C(=O)NCCn2cc(SCc3cc(C)ccc3C)c3ccccc32)cc1
→ 13µM*, 10%, ?
CC(=O)c1cccc(NC(=O)c2ccc(Cl)c(S(=O)(=O)N3CCOCC3)c2)c1
→ ?, 2%[2.28 µM], 0.46µM*
OC1(c2cccnc2)CCN(Cc2nnnn2C2CCCCC2)CC1
→ 7%, 5%, -13%
CN(C)c1nc(OCCNC(=O)Nc2ccccc2)nc(N2CCCCC2)n1
→ 8%, -3%, -16%
COc1ccc2cc(-c3cc(C(=O)OCC(=O)NC4CCS(=O)(=O)C4)c4ccccc4n3)ccc2c1 (stereo not given)
→ ?, 1%, ?
CC1C(=O)N2CCCc3cc(NC(=O)C(=O)NCc4ccc5c(c4)OCO5)cc1c32 (stereo not given)
→ -8%, 1%, ?
Cc1ccc(CNC(=O)CCCC(=O)O)cc1
→ -19%, -5%, -3%
COC(C[C@H]1O[C@H]1[C@H](O)[C@H](C)OCc1ccccc1)OC
→ 2%, 0%, 0%
C(#Cc1ccccc1)C[N+]1(CC#Cc2cccc3ccccc23)CCOCC1
→ 6.5µM*, -1%, 4.6µM*
Cc1ccc(OCc2ccc(-c3ccccc3)cc2)c([N+](=O)[O-])n1
→ 1%, 4%, ?
Cc1ccc(Oc2nnc(-c3cccs3)c3ccccc23)cc1C
→ 18µM*, 5%, ?
CCc1nnc(NC(=O)C(CC)c2ccccc2)s1 (stereo not given)
→ -18%, 3%, -22%
Cc1ccc(NC(=S)N2CCC(NC(=O)c3ccco3)CC2)cc1C
→ -9%, 8%, -2%
COc1ccc(CN2C[C@@H](CO)O[C@@H](n3cnc4c(N(C)C)ncnc43)C2)cc1
→ -1%, nt, -20%
CCOC(=O)N1CCC(NC(=O)C2=CCN(S(=O)(=O)c3ccc(F)cc3)CC2)CC1
→ 6%, nt, ?
Cc1ccc(NC(=O)CN2CCc3ccccc3C2)cc1F
→ -6%, -2%, ?
CCc1cccc(CC)c1NC(=O)CN1CCN(S(=O)(=O)c2ccccc2)CC1
→ -14%, 3%, -16%
CC(=O)NCCCc1nc2ccccc2n1Cc1ccccc1F
→ -11%, nt, -21%
Cn1c(Cn2c(=O)sc3ccccc32)nnc1SCC(=O)NC1CCCCC1
→ 9%, 3%, -10%
CN(C(=O)COC(=O)c1ccc(C(C)(C)C)cc1)C1CCS(=O)(=O)C1 (stereo not given)
→ -1%, 0%, -3%
Cc1c(O)cc2c(c1O)C(=O)CC(c1ccccc1)O2 (stereo not given)
→ 5.8µM*, nt, 5.8µM*
N/C(COc1ccc(C(=O)O)cc1)=N\O
→ -10%, 3%, -25%
COCCCn1c(=S)[nH]c2sc3c(c2c1=O)CCCC3
→ ?, -4%, -8%
COc1ccc(NC(=O)C2OC3OC(C)(C)OC3C3OC(C)(C)OC23)cc1 (stereo not given)
→ 0%, 3%, -10%
O=C(Cn1cnc2ccccc2c1=O)NCCC(=O)Nc1ccccc1C(F)(F)F
→ 16%, 1%, -8%
CC(C)OCCCn1c(SCC(=O)Nc2ccc(F)cc2)nc2c(sc3ccccc32)c1=O
→ -26%, 3%, -13%
Cc1cccc(N2CCN(C(=O)c3cccc(S(=O)(=O)N4CCc5ccccc5C4)c3)CC2C)c1 (stereo not given)
→ 9.2µM*, 0%, 7.3µM*
O=C(NCC1CCN(Cc2ccccc2F)CC1)C1CCCN(c2ncnc3c2nc2n3CCCCC2)C1 (stereo not given)
→ ?, 1%, -7%
COc1cc(/C=C2/C(=N)N3C(=NC2=O)SN=C3S(C)(=O)=O)ccc1OS(=O)(=O)c1ccc(C)cc1
→ ?, 2%, ?
C=CCOC(=O)c1sc(NC(=O)c2ccco2)nc1C
→ ?, 4%, -29%
CCC(=O)N1CCc2cc(Br)cc(S(=O)(=O)NCc3ccc(Cl)cc3)c21
→ 3%, 3%, ?
O=[N+]([O-])c1cc(/C=N/O)ccc1Oc1ccccc1Cl
→ 3%, 0%, -13%
COc1ccc(OC)c(Nc2nc(-c3ccc(O)c(O)c3)cs2)c1
→ 0.82µM*, 9%, 1.2µM*
COc1ccc(C(=O)N=C2SC3CS(=O)(=O)CC3N2c2ccc(C(C)=O)cc2)cc1 (stereo not given)
→ 6%, -10%, 19%
CCn1cc(C(=O)N2CCCC2)c(=O)c2cc(S(=O)(=O)N3CCOCC3)ccc21
→ -22%, 2%, 28%
COc1cc(C(=O)NNC(=O)c2nn(C)c(=O)c3ccccc23)cc(OC)c1OC
→ -6%, 0%, 2%
O=C(c1cc(-c2ccc(Br)cc2)on1)N1CCc2ccccc2C1
→ 0%, 13%, -25%
Cc1cc(C)cc(NC(=O)CSc2oc(-c3ccco3)nc2S(=O)(=O)c2ccc(Cl)cc2)c1
→ 23µM*, 0%, ?
CCC1COCCS(=O)(=O)N1Cc1cccc(C(F)(F)F)c1 (stereo not given)
→ ?, nt, ?
CCOC(=O)NC(=O)/C(C#N)=C(/C)N(C)C
→ -1%, 6%, 19%
CN(CC(=O)Nc1ccc(F)c(F)c1F)C(=O)C1CCCN1C(=O)c1cccs1 (stereo not given)
→ -24%, nt, -24%
O=C(NC(=S)Nn1cnnc1)c1cccc(Br)c1
→ 2%, -1%, -5%
Cc1cc(=O)[nH]c(N2CCN(C(=O)c3ccco3)CC2)n1
→ -7%, nt, 0%
Cc1cccc(NC(=O)CN(C)S(=O)(=O)c2ccc(Br)cc2)n1
→ ?, 2%, -20%
COC(=O)c1ccc(NC(=O)C(=O)c2c[nH]c3ccccc23)cc1
→ -1%, nt, -18%
COc1ccccc1CNC(=O)C1CCC(CNc2c(N3CCCCC3)c(=O)c2=O)CC1 (stereo not given)
→ 6%, nt, -5%
CCCCCc1ccc(-c2cn(Cc3ccc4ccccc4c3)nn2)cc1
→ -5%&-7%, nt, -14%&3%
CC(C)N(Cc1nc(-c2ccc(Cl)cc2)no1)C(=O)c1cccs1
→ -22%, -2%, ?
O=C(NNC(=O)c1cccc(-n2cccc2)c1)c1ccccc1
→ -8%, 5%, -6%
CSc1nnc(-c2cnccn2)n1C
→ 4%, 0%, -3%
Cc1cc(C)c2c(=O)[nH]c(SCC(=O)Nc3ccccc3)nc2n1
→ -2%, 1%, -13%
CC(C(=O)c1ccccc1)[n+]1ccc(Cl)c2ccc(Cl)cc21 (stereo not given)
→ ?, nt, ?
Clc1ccc(/C=C/c2ccnc3ccccc23)cc1
→ 10µM*, nt, 8.9µM*
O=C(Nc1nc(-c2ccccn2)cs1)C1CC(=O)N(c2ccc3c(c2)OCCO3)C1 (stereo not given)
→ 26µM*, 3%, 16µM*
COc1ccc(N2C(=O)NC(NS(=O)(=O)c3ccccc3)(C(F)(F)F)C2=O)cc1 (stereo not given)
→ -6%, 7%, -6%
Cc1ccccc1C(=O)N(Cc1sccc1C)C1CCS(=O)(=O)C1 (stereo not given)
→ 5%, -2%, -13%

Other compounds:
Every second line gives: TDP1 cell CPT, TDP1 block, DT40 TDP1 no CPT
COc1ccc(N2C(=O)CN(Cc3ccc(OC)c(OC)c3)C2=S)cc1
→ -75%, 6%, ?
O=C(NC(=O)c1ccccc1)OCC1CCCN2CCCCC12 (stereo not given)
→ 5%, 4%, -7%
Cc1ccccc1C(=O)NNS(=O)(=O)c1cccc([N+](=O)[O-])c1
→ -19%, 3%, -2%
COc1ccc(OC)c(CCNC(=O)c2cc3c(=O)n(C)c4ccccc4c3n2C)c1
→ ?, 5%, 23µM*
Cc1ccc(C(=O)COc2nc(C)cc(C)c2C#N)cc1
→ -14%, -1%, 6%
CCOC(=O)CN1C(=O)N[C@@H](c2ccco2)C(C(C)=O)=C1C
→ -5%, 16%[12.3 µM], -1%
CC(C)N(Cc1ccccc1)CC(O)COc1ccc(S(=O)(=O)N2CCOCC2)cc1Cl (stereo not given)
→ -26%, 0%, -27%
Cc1noc(C)c1NC(=O)N(C)C[C@@H]1Oc2ccc(NC(=O)Cc3cn(C)c4ccccc34)cc2CC(=O)N([C@H](C)CO)C[C@@H]1C
→ -9%, 2%, ?
O=C(NCC(c1cccnc1)N1CCN(c2ccc(F)cc2)CC1)c1ccc(F)cc1 (stereo not given)
→ ?, -2%, 16µM*
COc1cc(C(=O)NCc2nnc(SCC(=O)N3CCC(C)CC3)o2)cc(OC)c1OC
→ -8%, 5%, 3%
COC(=O)c1ccc2oc(=O)c(S(=O)(=O)c3ccc(C)cc3)cc2c1
→ -14%, 0%, 1%
CC(C)C(=O)Nc1ccc2nn(-c3ccc(F)cc3)nc2c1
→ -2%, nt, ?
O=C(CSC1=N/C(=C/c2ccc(Cl)c(Cl)c2)C(=O)N1c1ccccc1F)NC1CC1
→ 16µM*, -4%, 16µM*
CCOc1ccc2nc(NC(=O)CSC3=NCCS3)sc2c1
→ 23µM*, 0%, ?
Cc1ccc2oc(=O)cc(CN3CCN(C/C=C/c4ccccc4)CC3)c2c1
→ ?, 3%, 16µM*
CCCCc1ccc(-c2ccc(C)cc2O)nc1
→ -5%, -10%, -2%
CN(C)C(CNC(=S)Nc1ccccc1)c1cccnc1 (stereo not given)
→ -9%, 1%, -15%
CN(Cc1ccccc1)c1ccc(C(CC(N)=O)NC(=O)Cc2ccc(Br)cc2)cc1[N+](=O)[O-] (stereo not given)
→ ?, 4%, ?
COc1cccc(NC(=O)COC(=O)CCC(=O)c2cccs2)c1
→ -8%, -6%, -7%
O=C(O)CNC(=O)c1ccc(N2CCOCC2)cc1[N+](=O)[O-]
→ 6%, -3%, -4%
COc1ccc(C(C)=O)cc1COC(=O)CNC(=O)c1ccccc1F
→ 12%, 5%, 4%
Cc1ccc(N(C(=O)CNC(=O)c2ccco2)C(C(=O)NC2CCCC2)c2ccncc2)cc1C (stereo not given)
→ -2%, 10%[0.0935 µM], 13%
COc1ccccc1-c1nn2c(=O)cc(C)nc2s1
→ -27%, 6%, -17%
CC(=O)C1CN(S(=O)(=O)c2ccc(C)cc2)C(c2ccccc2)CC1C (stereo not given)
→ ?, nt, ?
Oc1ccc(Cl)cc1CNCc1ccc(F)cc1
→ ?, 0%, ?
Fc1ccc(-c2ccc(CNCc3ccccn3)o2)cc1Cl
→ ?, nt, 21µM*
Cc1cc(C)cc(C(=O)Nc2ccc(N3CCCC3)cc2)c1
→ -24%, -5%, -30%
O=C(COC(=O)c1cccnc1Cl)c1ccc(Cl)cc1Cl
→ 0%, 5%, 0%
CCCn1nc(C(=O)OCC(=O)c2ccccc2)c2ccccc2c1=O
→ 11%, 0%, -17%
CC(C)(C)OC(=O)C[C@H]1C/C=C\C[C@@H](CC(=O)N(CCO)Cc2ccccc2)C(=O)NC[C@H](c2ccccc2)OC1=O
→ 21µM*, 0%, 15µM*

Profiles, quoted from the list.
Results for COc1cc(C(=O)NCc2nnc(SCC(=O)N3CCC(C)CC3)o2)cc(OC)c1OC → TDP1 cell CPT: -8%; TDP1 block: 5%; DT40 TDP1 no CPT: 3%
Results for CCOC(=O)CN1C(=O)N[C@@H](c2ccco2)C(C(C)=O)=C1C → TDP1 cell CPT: -5%; TDP1 block: 16%[12.3 µM]; DT40 TDP1 no CPT: -1%

(cont.)
Every second line gives: TDP1 cell CPT, TDP1 block, DT40 TDP1 no CPT
O=c1[nH]cc(NCc2ccccc2)c(=O)[nH]1
→ 4%, nt, -27%
COc1cc(/C=N/NC(=O)CC2(C)OCCCO2)ccc1OCc1ccc(Cl)cc1Cl
→ ?, 0%, ?
CCOC(=O)C1=C(C)NC(=O)NC1C (stereo not given)
→ -18%, -5%, -10%
COC(=O)N(C)C[C@@H]1OCc2cnnn2CCCC(=O)N([C@H](C)CO)C[C@H]1C
→ -2%, nt, -25%

Structural class: the entries above with a tert-butyl group
Every second line gives: TDP1 cell CPT, TDP1 block, DT40 TDP1 no CPT
CN(C(=O)COC(=O)c1ccc(C(C)(C)C)cc1)C1CCS(=O)(=O)C1 (stereo not given)
→ -1%, 0%, -3%
CC(C)(C)OC(=O)C[C@H]1C/C=C\C[C@@H](CC(=O)N(CCO)Cc2ccccc2)C(=O)NC[C@H](c2ccccc2)OC1=O
→ 21µM*, 0%, 15µM*
